Efflux pump mplx: antifungal efflux pump inhibition, Nile Red retention; S. cerevisiae Candida pump triplex; inhibition, % at 10 µM; actives 0.44% (n = 330,000); AID 485275;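 active = plate passing quality check with inhibition over a set limit, or well fluorescence over plate mean plus 4 SD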;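 also: Nile Red retained in pooled yeast measured as flow cytometry median fluorescence; 0% = buffer negative control and 100% = Enniatin B positive control; higher means more Nile Red kept so more efflux inhibition; some compounds called inactive have numbers as strong as hits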
GLD-1 RNA inh: GLD-1-TGE RNA interaction inhibition (C. elegans). AID 2280. actives 0.44% (n = 320,000). inhibition, % at 5.96 µM. purified GLD-1 + fluorescein TGE RNA, fluorescence polarization;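 active = percent inhibition above a per-plate cutoff, the plate mean of test compounds plus 3 SD, cut at about 30% in these data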;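 also: 0% = DMSO wells with GLD-1 and probe and 100% = wells lacking GLD-1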
Fam108B counter: blocks mouse Fam108B hydrolase in RBBP9 counter-screen | recombinant Fam108B, FP-Rh probe fluorescence polarization | inhibition, % at 9.51 µM | actives 0.33% (n = 300,000) | AID 1947;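 active = inhibition above the screen mean inhibition plus 3 SD, computed separately per campaign, cut at about 18% in these data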;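 also: inhibitors lower polarization as less probe binds the enzyme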
PME-1 inh: PME-1 (human) inhibition; actives 0.53% (n = 320,000); inhibition, % at 5.9 µM; recombinant PME-1, FP-Rh probe fluorescence polarization; Q9Y570;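 active = inhibition above the campaign mean of all compounds plus 3 SD, cut at about 26% in these data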;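 also: competitive labeling of PME-1 active site by serine hydrolase directed probe; 0% = PME-1 with DMSO and 100% = wells lacking PME-1 enzyme; inhibitors block probe labeling so polarization falls and inhibition rises; many of its hits are not listed in these tables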
Target sequence (Q9Y570 whole entry, looked up): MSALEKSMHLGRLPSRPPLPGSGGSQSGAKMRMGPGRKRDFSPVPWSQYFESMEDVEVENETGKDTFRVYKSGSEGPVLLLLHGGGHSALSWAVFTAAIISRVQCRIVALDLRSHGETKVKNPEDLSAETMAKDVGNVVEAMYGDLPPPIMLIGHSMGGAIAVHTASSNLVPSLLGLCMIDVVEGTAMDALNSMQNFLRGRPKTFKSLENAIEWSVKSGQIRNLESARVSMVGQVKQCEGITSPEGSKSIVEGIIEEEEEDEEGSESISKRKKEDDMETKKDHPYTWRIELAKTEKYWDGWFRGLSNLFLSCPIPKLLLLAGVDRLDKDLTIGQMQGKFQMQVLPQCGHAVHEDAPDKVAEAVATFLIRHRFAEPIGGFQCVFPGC
VLA-4 inh: inhibition in a human VLA-4 binding assay. P13612. VLA-4 expressing cells, ligand binding flow cytometry. inhibition, % (about 7 µM as worked out from the volumes in the protocol). actives 0.2% (n = 330,000). AID 2557; in the data active = inhibition above about 50%
BCLXL inh: Bcl-xL (human) inhibition; Q07817; GST-Bcl-xL / FITC-Bim BH3 peptide fluorescence polarization; inhibition, % at 10.9 µM; actives 0.7% (n = 320,000); AID 2129;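 active = inhibition above the mean of all tested compounds plus 3 SD, cutoff set per campaign, cut at about 30% in these data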;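 also: 0% = DMSO wells and 100% = unlabeled Bim-BH3 peptide competitor; inhibitors lower millipolarization by displacing the labeled peptide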
Target sequence (Q07817 whole entry, looked up): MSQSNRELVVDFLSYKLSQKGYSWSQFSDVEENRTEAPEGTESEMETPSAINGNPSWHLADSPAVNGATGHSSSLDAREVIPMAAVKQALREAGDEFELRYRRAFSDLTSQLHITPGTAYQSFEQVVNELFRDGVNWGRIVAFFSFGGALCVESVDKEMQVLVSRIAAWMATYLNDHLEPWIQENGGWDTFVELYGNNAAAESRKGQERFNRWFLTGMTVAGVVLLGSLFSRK
MCL1-BIM inh: disrupts human MCL1 binding to BIM-BH3 peptide; Q07820; GST-MCL1 / FITC-Bim-BH3 fluorescence polarization; inhibition, % at 10.9 µM; actives 0.68% (n = 320,000);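 active = inhibition above the mean inhibition of all tested compounds plus 3 SD, set per campaign, cut at about 40% in these data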;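 also: 0% = DMSO wells and 100% = unlabeled Bim-BH3 peptide control; higher means more loss of mP so more displacement of Bim peptide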
Target sequence (Q07820 whole entry, looked up): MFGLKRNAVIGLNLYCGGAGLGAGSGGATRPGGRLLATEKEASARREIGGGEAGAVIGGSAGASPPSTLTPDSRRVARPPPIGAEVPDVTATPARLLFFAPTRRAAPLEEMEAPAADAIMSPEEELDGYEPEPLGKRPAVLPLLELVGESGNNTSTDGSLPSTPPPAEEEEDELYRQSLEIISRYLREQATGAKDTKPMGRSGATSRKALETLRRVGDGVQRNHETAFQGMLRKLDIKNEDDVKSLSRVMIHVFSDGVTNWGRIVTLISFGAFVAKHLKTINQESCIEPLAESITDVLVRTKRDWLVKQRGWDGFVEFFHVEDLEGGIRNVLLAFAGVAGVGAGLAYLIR
GRK2 inh: blocks RNA aptamer binding to human GRK2. bead flow cytometry, FAM-aptamer displacement from GRK2. inhibition of aptamer binding, % at 10 µM. actives 0.59% (n = 330,000). AID 488847;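 active = inhibition of aptamer binding above 40%, roughly 3 SD of noise, on plates passing a quality check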;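 also: median bead fluorescence of bound FAM aptamer so fluorescent compounds give negative values; no value below 0 was filed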
MEX-5 binding: C. elegans MEX-5 TCR-2 RNA binding activity. MEX-5/FITC-TCR2 RNA binding, fluorescence polarization; hits give low values. activity score (negative = inhibition of binding), % at 10 µM. Q9XUB2. actives 0.38% (n = 300,000);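 active = inhibition past about -25% in most replicates, and total fluorescence under double the plate's negative control median, limit read from the data; inconclusive = replicates evenly split on the limit, or fluorescence at least double controls; inactive = too little inhibition in most replicates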;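 also: 0% = DMSO and -100% = 5 µM competing unlabeled TCR2 RNA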
Active calls of the source: *; u = inconclusive; x = no result given; + = active, no number. Only part of the results is shown. The share of hits here may be higher or lower than overall.

canonical_smiles	Efflux pump mplx	GLD-1 RNA inh	Fam108B counter	PME-1 inh	VLA-4 inh	BCLXL inh	MCL1-BIM inh	GRK2 inh	MEX-5 binding
Cc1ccccc1NC(=O)c1ccc(Nc2c([N+](=O)[O-])cc([N+](=O)[O-])c3ccccc23)cc1	0.0	0	0	10	2	-4	-13	1	1.6
COc1cc(Br)cc(C2C3=C(CCCC3=O)N(c3ccc(F)cc3)C3=C2C(=O)CCC3)c1O	0.1	10	2	1	-15	5	10	0	3.5
CCOc1ccc(-c2nc(N)ncc2-c2ccc(OC)cc2)c(O)c1	-0.2	3	2	1	7	5	9	0	-3.4
O=S(=O)(N1CCCCCC1)N1CCN(S(=O)(=O)N2CCCCC2)CC1	0.0	-2	1	3	-4	4	11	0	-0.2
COc1ccc(-c2ccc3sc4ccccc4c(=O)c3c2)cn1	-0.1	-9	-2	0	19	12	6	0	0.0
COc1ccccc1NC(=O)Cc1ccc(-c2ccccc2)cc1	0.1	-5	-1	6	23	-3	-4	0	0.3
CCOC(=O)C1(CCc2ccccc2)CCN(C(=O)CCn2cnnn2)CC1	0.0	2	-1	6	-2	5	5	0	-2.1
CCOC(=O)N1CCN(C(=O)COCc2cc(-c3ccc4c(c3)OCO4)on2)CC1	0.6	8	-2	-4	16	2	-7	0	-0.3
CCCCN(C(=O)c1cccc(-c2ccc(OC(C)=O)cc2)c1)c1c(N)n(CCC)c(=O)[nH]c1=O	-0.3	-1	x	x	-18	x	x	0	x
Cc1cccc(N(CC(=O)N2CCN(c3ccc(F)cc3)CC2)S(C)(=O)=O)c1C	-0.1	7	2	0	-1	7	7	0	1.0
COc1c(/C=N/Nc2ccc(C(=O)O)cc2)c(CCN(C)C(C)=O)cc2c1OCO2	0.5	-4	0	2	2	-2	-9	1	-3.6
O=C(O)c1ccc(Cl)c(S(=O)(=O)Nc2ccc3[nH]c(=O)[nH]c3c2)c1	0.1	11	-2	-2	0	18	18	2	-5.3
NS(=O)(=O)c1ccc(CNC(=S)NC2CC2)cc1	0.1	3	3	5	8	2	5	0	-3.4
CCN1/C(=C/C=C/c2oc3ccc(-c4ccccc4)cc3[n+]2CC)Oc2ccc(-c3ccccc3)cc21	+	-3	-11	72*	x	27	-29	0	u
Cc1cnn(CCC(=O)NNC(=S)Nc2ccccc2)c1	-0.3	4	-4	2	-3	2	7	2	-4.4
COCCn1nnnc1C(c1cccc(C(F)(F)F)c1)N1CCN(Cc2ccccc2)CC1 (stereo not drawn)	0.1	4	-3	-2	-5	6	6	0	1.1
O=C(Nc1ccc(N2CCOCC2)cc1)c1ccc(Cl)cc1N1CCCC1=O	0.0	1	x	-2	22	3	6	1	x
CCN1CCN(c2ccc(S(=O)(=O)N3CCCCC3)cc2NC(=O)c2ccc(C)o2)CC1	-0.2	-1	3	-1	7	-7	-9	0	0.1
C=CCOc1ccc(/C=C/C(=O)OCC(=O)N(C)CC(=O)Nc2ccccc2Cl)cc1	-0.1	5	-2	1	5	-3	-5	0	-2.0
O=C(CSc1nc2ncccc2[nH]1)NCc1ccco1	-0.3	13	0	-12	-6	6	4	5	0.0
Cc1c(C(=O)Nc2ccc(S(=O)(=O)N(C)C3CCN(C)CC3)cc2)oc2c(Cl)cccc12	0.2	0	-4	0	1	-17	-22	0	3.0
COC(=O)Nc1ccc(S(=O)(=O)N2CCCC(C(=O)N3CCN(C)CC3)C2)cc1 (stereo not drawn)	0.0	3	0	-5	0	4	-3	0	-0.3
CCCCCCCSc1nc(N)cc(=O)[nH]1	-0.1	2	0	0	3	8	-13	2	-2.9
C1CN(c2nc(N3CCOCC3)nc(N3CCOCC3)n2)CCO1	0.0	-4	0	1	0	3	0	3	-1.2
COC(=O)c1ccc(COc2ccccc2/C=C(\C#N)C(=O)Nc2c(C)cc(C)cc2C)cc1	-0.3	2	-46	-57	3	7	2	0	0.4
CC(=O)O[C@@H]1[C@@H](O)[C@@H](O)[C@H](Oc2c(-c3ccc(O)cc3)oc3c(CC=C(C)C)c(O)cc(O)c3c2=O)O[C@H]1C	0.3	5	-4	-9	8	3	4	5	-1.1
O=c1[nH]c2ccccc2nc1/C=C/c1ccc(Cl)cc1	-0.1	-3	-1	-11	-11	7	1	4	-11
Cc1cc(C)cc(NC(=S)N2CCN(CCO)CC2)c1	0.7	1	0	2	-18	0	13	0	-2.2
O=C(CCCOc1ccc(Cl)cc1Cl)NCCCO	0.0	-9	-2	-3	-2	3	7	1	-2.0
CCn1c(SCC(=O)c2ccc(F)cc2)nnc1-c1ccoc1C	-0.2	-1	-2	-1	4	-3	-5	0	0.8
CC(C)(C)OC(=O)[C@H](Cc1ccccc1)NC(=O)c1nc[nH]c1C(=O)NCCCCCN	0.0	1	5	1	-2	3	4	0	-4.4
CCN(C(=O)CSc1nc2ccccc2c(=O)n1-c1cccc(C)c1)C1CCS(=O)(=O)C1 (stereo not drawn)	-0.1	4	-6	-6	0	6	3	3	-0.2
COCCCNC(=S)N1CCN(c2nc3ccccc3s2)CC1	0.0	-9	1	-2	-1	6	5	0	-1.4
Cc1cc(C(=O)NNS(=O)(=O)c2ccc(F)cc2)nn1C(C)(C)C	0.1	3	0	4	0	0	-2	3	-1.5
Cc1cc(O)ccc1C1(c2ccc(O)cc2C)OC(=O)c2ccccc21	0.0	7	-3	-13	12	6	7	0	-0.1
Cc1cc(C)nc(NC(=O)Cc2ccc(Cl)cc2)c1	0.0	4	-2	-2	-1	8	1	0	2.0
CC(=O)c1ccc(NC(=O)CSc2nnc(-c3ccncc3)n2C2CC2)cc1	0.0	4	x	2	8	-8	-7	3	x
C=CC[N+]1(CC#Cc2ccccc2)CCCC1	-0.1	0	0	1	-4	0	-5	0	-0.8
Cc1ccc(S(=O)(=O)NCC(C)NC(=O)CN2CCOCC2)cc1 (stereo not drawn)	-0.1	2	-1	-4	-3	1	1	5	1.3
CC(=O)Nc1cccc(NC(=O)C(C)N2c3cccc4cccc(c34)S2(=O)=O)c1 (stereo not drawn)	0.0	-3	2	-6	15	-1	2	1	-2.3
Cc1ccc(S(=O)(=O)N2CCN(Cc3ccccc3C(F)(F)F)CC2)cc1	0.1	3	1	-2	6	7	4	1	-0.6
CC1=CC(C)(C)N(C(=O)CN2C(=O)c3ccccc3C2=O)c2ccc(C)cc21	0.1	-2	2	1	11	3	2	2	-1.9
C=CCOC(=O)C1=C(C)OC(N)=C(C#N)C1c1ccco1 (stereo not drawn)	0.0	8	-5	-6	3	1	-2	1	x
Cc1ccc(NC(=O)c2ccccc2-c2cc(C)no2)cc1	-0.3	2	-2	-4	1	2	5	0	-3.3
O=C(Nc1ccon1)c1cc2c(s1)CCCCCC2	0.8	0	-3	-6	7	-5	-7	5	-1.4
O=C(C1=C[C@@H](C2CCCCC2)C[C@@H](OCc2ccc(CO)cc2)O1)N1CCN(Cc2ccccc2)CC1	0.1	0	2	-4	24	6	6	0	0.2
COc1ccc(OCC#CCN2CC(C)OC(C)C2)cc1 (stereo not drawn)	-0.1	5	2	-9	6	5	2	1	2.2
O=C(c1ncn(Cc2ccccc2)c1C(=O)N1CCc2ccccc2C1)N1CCc2ccccc2C1	0.3	12	x	-5	-2	-7	-6	7	x
O=C(NNC(=O)c1csc(-c2cccnc2)n1)Nc1ccc(Cl)cc1	0.0	-1	0	8	6	-1	0	0	-1.1
CC(C)N1CCC(N2CCN(Cc3cccc4nonc34)CC2CCO)CC1 (stereo not drawn)	0.2	6	8	-1	6	8	8	0	0.2
COc1ccccc1C(=O)NNC(=O)CCN1C(=O)/C(=C\c2ccccc2)SC1=S	-0.3	-5	0	1	-1	2	6	0	-1.5
O=[N+]([O-])c1ccc(S(=O)(=O)CC2CSc3nc4ccccc4n32)cc1 (stereo not drawn)	-0.1	2	-1	4	9	1	-11	0	2.6
COc1ccc(N2CCN(C(=O)C3CCCO3)CC2)cc1 (stereo not drawn)	-0.1	8	9	-3	-10	4	6	1	-7.7
O=C(NC1CCN(Cc2ccccc2)CC1)c1cc(Br)c(Br)[nH]1	0.0	-8	0	4	4	0	1	0	-0.3
O=C(CSc1nnc(-c2cccnc2)s1)Nc1ccccc1	0.1	-2	-3	2	-1	4	4	1	1.5
O=C(NC1CCCC1)C(c1ccsc1)N(Cc1ccco1)C(=O)Cc1cccs1 (stereo not drawn)	-0.1	3	1	3	12	9	-1	2	0.2
Cc1ccccc1Nc1nc(N)nc(CSc2nnc3ccccn23)n1	-0.1	35*	-6	-7	-10	-10	-10	0	1.2
CCCn1c(SCC(=O)NCC)nc2sc3c(c2c1=O)CCC3	-0.1	4	2	-5	4	6	10	0	-0.1
O=C(c1ccccc1)c1ccc(C(=O)N2CCN(c3ccc(F)cc3)CC2)o1	0.1	-2	3	7	12	3	0	2	-2.0
COc1ccc(CNc2ccc([N+](=O)[O-])cn2)cc1	0.2	14	1	5	8	1	2	2	-0.8

Additional structures
canonical_smiles	Efflux pump mplx	GLD-1 RNA inh	Fam108B counter	PME-1 inh	VLA-4 inh	BCLXL inh	MCL1-BIM inh	GRK2 inh	MEX-5 binding
CCOC(=O)CN1C(=N)N(c2nc(NC(C)C)nc(OC)n2)CC1=O	0.1	-3	0	0	-1	-3	-2	0	0.9
O=C(Nc1ncc(C(F)(F)F)cc1Cl)C1COc2ccccc2O1 (stereo not drawn)	0.0	2	2	0	6	-10	4	1	x
CC1(C)CC2(CCO1)OC(=O)CC2C(=O)NCCc1ccccc1 (stereo not drawn)	0.0	4	-3	-4	16	-2	2	1	-0.3
Cc1nc2ccc(N)cc2s1	-0.1	-1	3	-5	-13	7	2	2	0.9
CCCc1cc(=O)[nH]c(SCC(=O)NC)n1	-0.1	5	2	3	4	1	10	1	0.1
O=C(CSc1nc2ccccc2c(=O)n1CC1CCCO1)Nc1ccc(F)cc1 (stereo not drawn)	0.0	-4	1	1	-2	5	2	2	1.2
CCOC(=O)c1c(SCC(=O)Nc2nccs2)nc(C)c(C)c1C	0.0	x	x	x	-1	x	x	1	-1.3
CN(C)c1ccc(-c2nnn(CC(=O)Nc3ccc4c(c3)OCCO4)n2)cc1	0.0	1	2	4	-3	1	-4	0	0.9
Cn1c(SCCN2CCCCC2)nnc1-c1ccccc1Br	0.0	2	-5	-9	23	2	2	3	-0.1
COc1cc(C(=O)NCCCNC(=O)c2cc(OC)c(OC)c(OC)c2)cc(OC)c1OC	-0.4	-4	0	-4	-12	11	6	1	-1.1
COc1cc(/C=C2\SC(N3CCC(C)CC3)=NC2=O)ccc1O	0.1	-103	12	9	-13	-10	-14	4	18
O=C(NCC1CCCO1)c1ccc(COc2ccccc2)o1 (stereo not drawn)	0.0	-4	0	1	3	-2	-1	0	-0.6
CCCCN(CCCC)Cc1ccc(N)cc1	0.0	1	6	0	-5	0	4	0	-1.0
NC(N)=Nc1nc(-c2ccccc2)c2cc(F)ccc2n1	0.2	8	3	-7	4	4	7	0	1.2
